PI4K2A block – qHTS for small molecular inhibitors of PI4K2A | Phosphatidylinositol 4-kinase type 2-alpha (Homo sapiens), Q9BTU6 | purified PI4K2A, ADP-Glo luminescence, 1 h; active compounds read low | activity change, negative = inhibition, % at 76.9 µM | actives 0.13% (n = 420,000) | AID 1346378, 2018; in the data active = activity change below about -50%; inconclusive = mostly about -30% to -49%;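 note: -100% = wells without enzyme as full effect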
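PI4K2A activity was measured by ADP-Glo luminescence: enzyme (4 ug/mL stock) and phosphatidylinositol (1.2 mM stock) in Tris pH 7.5/MgCl2/EGTA/Triton X-100 buffer were reacted with ATP (300 microM stock) for one hour at ambient temperature.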
GLS inh – qHTS for Inhibitors of Glutaminase (GLS); GLS enzymatic activity, qHTS titration; Potency, µM (highest dose often 45.5 µM), for inactives: at the highest dose activity change, negative = inhibition, usual class: inhibitors; actives 0.21% (n = 410,000); AID 624170, 2012; note: potency is the fitted concentration of half-maximal effect; % is set by controls: 0 for no effect and ±100 for the full control effect
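Glutamate formation by hKGA was monitored fluorometrically using coupled glutamate oxidase, HRP and Amplex Red. Substrate was added as 1 mM L-glutamine solution; incubation was 30 min at RT after an initial read.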
TrxR1 substrate – qHTS Assay for Substrates of Mammalian Selenoprotein Thioredoxin Reductase 1 (TrxR1): qHTS; purified TrxR1 substrate turnover, NADPH consumption readout; Potency, µM (titrated, usually from 114 µM), for the others: top-dose activity change, negative = substrate turnover; actives 0.01% (n = 390,000); AID 588456, 2011; note: potency is the fitted concentration of half-maximal effect; % is set by controls: 0 for no effect and ±100 for the full control effect; nearly all actives have a fitted effect of over 50% in size
Target sequence (O89049 whole entry, looked up): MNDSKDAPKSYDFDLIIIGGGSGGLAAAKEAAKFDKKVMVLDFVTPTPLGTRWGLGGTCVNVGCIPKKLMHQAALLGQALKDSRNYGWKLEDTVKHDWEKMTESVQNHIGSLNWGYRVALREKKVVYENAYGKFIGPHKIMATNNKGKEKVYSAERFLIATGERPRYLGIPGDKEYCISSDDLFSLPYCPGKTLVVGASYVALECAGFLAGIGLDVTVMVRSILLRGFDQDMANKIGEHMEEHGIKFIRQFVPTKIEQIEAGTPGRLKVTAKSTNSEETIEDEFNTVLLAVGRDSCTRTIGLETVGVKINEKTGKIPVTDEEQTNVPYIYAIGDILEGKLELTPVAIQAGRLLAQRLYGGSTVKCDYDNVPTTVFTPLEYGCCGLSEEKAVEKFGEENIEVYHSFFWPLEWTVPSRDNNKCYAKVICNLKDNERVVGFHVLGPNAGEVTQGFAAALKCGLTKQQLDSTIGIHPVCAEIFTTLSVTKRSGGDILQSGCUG
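Rat TrxR1, dispensed at 90 nM, was prereduced with 400 uM NADPH (final) for 5 min at ~22 deg C, then incubated with compound 15 min before 400 uM selenite. A first-read NADPH fluorescence drop versus no-compound background flagged substrates.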
USP1-UAF1 inh – Inhibitors of USP1/UAF1: Primary Screen. Ubiquitin carboxyl-terminal hydrolase 1 (Homo sapiens), O94782. recombinant USP1/UAF1, Ub-Rhodamine cleavage fluorescence. Potency, µM (highest dose often 57.1 µM), without a hit: top-dose activity change, negative = inhibition, hits mostly inhibitors. actives 0.23% (n = 390,000). AID 743255, 2014; note: potency is the fitted concentration of half-maximal effect; % is set by controls: 0 for no effect and ±100 for the full control effect; nearly all actives have a fitted effect of over 60% in size; inactives centre near -12
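1 nM enzyme complex + cpd, 15 min RT; start with Ub-Rho 150nM final; kinetic fluorescence ex 480/em 540, 6 reads q60 s. Buffer 50mM HEPES pH 7.8, 0.5mM EDTA, 0.1 mg/ml BSA, 1mM TCEP, 0.01% Tween-20.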
Tb PGK inh – qHTS Assay to Find Inhibitors of Phosphoglycerate Kinase | Phosphoglycerate kinase, glycosomal (Trypanosoma brucei brucei), P07378 | actives 0.043% (n = 380,000) | Potency, µM (titrated, usually from 57.5 µM), for the others: at the highest dose activity change, negative = inhibition, most hits filed as inhibitors | PGK/GAPDH coupled, Kinase-Glo luminescence, 60 min; note: potency is the fitted concentration of half-maximal effect; % is set by controls: 0 for no effect and ±100 for the full control effect; nearly all actives have a fitted effect of over 60% in size
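Recombinant glycosomal PGK reaction used 1,3-bisphosphoglycerate generated in-well by GAPDH (100nM final) in 100mM TEA pH 7.6, 5mM MgCl2, 0.01% Tween-20. After 60 minutes at room temperature, ATP was read by Kinase-Glo Plus luminescence end-point.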
rTrxR1 inhibitor – qHTS Assay for Inhibitors of Mammalian Selenoprotein Thioredoxin Reductase 1 (TrxR1): qHTS; Thioredoxin reductase 1, cytoplasmic (Rattus norvegicus), O89049; recombinant rTrxR1, NADPH fluorescence consumption, selenite substrate; Potency, µM (highest dose often 114 µM), inactives show at the top dose activity change, negative = inhibition, most hits filed as inhibitors; actives 1% (n = 390,000); note: potency is the fitted concentration of half-maximal effect; % is set by controls: 0 for no effect and ±100 for the full control effect; nearly all actives have a fitted effect of over 65% in size
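Rat TrxR1 (90 nM in the dispensed reagent) was pre-reduced with 400 uM NADPH for 5 min at room temperature, then incubated with compound for 15 min. After 400 uM selenite was added, NADPH fluorescence (Ex 340/Em 450 nm) was followed for 8 min.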
mIDH1 inhibitor – qHTS for Inhibitors of mutant isocitrate dehydrogenase 1 (IDH1): qHTS | IDH1-R132H enzyme, NADPH consumption, diaphorase/resazurin fluorescence | Potency, µM (highest dose often 76.6 µM), without a hit: at the top dose activity change, negative = inhibition, hits mostly inhibitors | actives 0.093% (n = 390,000) | AID 602179, 2012; note: potency is the fitted concentration of half-maximal effect; % is set by controls: 0 for no effect and ±100 for the full control effect; nearly all actives have a fitted effect of over 65% in size
Target sequence (O75874 whole entry R132H, stated change not applied): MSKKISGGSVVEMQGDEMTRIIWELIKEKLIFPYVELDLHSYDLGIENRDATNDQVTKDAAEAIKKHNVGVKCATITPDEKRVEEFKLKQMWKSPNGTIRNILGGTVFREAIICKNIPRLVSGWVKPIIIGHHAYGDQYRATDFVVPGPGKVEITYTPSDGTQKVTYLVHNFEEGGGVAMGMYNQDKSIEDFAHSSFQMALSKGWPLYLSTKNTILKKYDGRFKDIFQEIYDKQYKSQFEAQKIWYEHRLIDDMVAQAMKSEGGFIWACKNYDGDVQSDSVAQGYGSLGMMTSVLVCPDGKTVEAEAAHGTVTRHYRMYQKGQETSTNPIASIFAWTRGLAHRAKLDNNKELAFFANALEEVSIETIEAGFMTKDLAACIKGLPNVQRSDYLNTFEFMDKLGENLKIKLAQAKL
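IDH1-R132H (0.5 ug/mL) preincubated 30 min with compound, then NADPH (0.016 mM) and alpha-KG (2 mM) added; 80 min at RT, pH 7.5. Remaining NADPH coupled via diaphorase/resazurin to fluorescence (540/590 nm); concentration-response curves normalized to no-enzyme control.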
Pin1 inh – qHTS Assay to Find Inhibitors of Pin1; Peptidyl-prolyl cis-trans isomerase NIMA-interacting 1 (Homo sapiens), Q13526; Pin1 FP peptide displacement, HiFluor488, 10 min; Potency, µM (series often up to 115 µM), without a hit: at the highest dose activity, negative = inhibition, usual class: inhibitors; actives 0.009% (n = 390,000); AID 504891, 2011; active = well fitted inhibition curve with a large enough effect in the polarisation, with a control signal flat, not every such curve was filed as active; inconclusive = small, poorly fitted or top-dose-only effect, or effect the other way, or a change in a side signal; inactive = no such curve, though single readings can be large or run the other way; the % refers to the polarisation; note: potency is the fitted concentration of half-maximal effect; % is set by controls: 0 for no effect and ±100 for the full control effect
HP1b binding inh – HTS for Inhibitors of HP1-beta Chromodomain Interactions with Methylated Histone Tails. Chromobox protein homolog 1 (Homo sapiens), P83916. AlphaScreen HP1-beta / biotin-H3K9me3 peptide binding. Potency, µM (doses to about 114 µM), without a hit: at the highest dose activity change, negative = inhibition, hits mostly inhibitors. actives 0.56% (n = 390,000). AID 540317, 2011; note: potency is the fitted concentration of half-maximal effect; nearly all actives have a fitted effect of over 70% in size; inactives centre near 23
Target sequence (P83916 whole entry, looked up): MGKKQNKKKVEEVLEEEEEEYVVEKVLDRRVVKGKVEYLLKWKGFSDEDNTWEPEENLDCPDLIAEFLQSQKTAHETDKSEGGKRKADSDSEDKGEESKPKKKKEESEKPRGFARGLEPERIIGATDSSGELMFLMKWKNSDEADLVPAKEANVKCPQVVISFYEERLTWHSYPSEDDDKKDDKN
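AlphaScreen: HP1-beta (50 nM) preformed 30 min with biotin-H3(1-18)K9me3 peptide (50 nM) in PBS pH 7.4, 0.01% Tween-20. Compound added for 30 min at RT, then streptavidin donor/nickel chelate acceptor beads (10 ug/mL) for 30 min.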
Numbers without * were called inactive; i = inactive; ? = inconclusive; . = no result given; & = joins results of further samples; [ ] = dose if it differs, or a comment. Unless noted, calls come from the whole dose curve; as a rule, active = well fitted curve in the direction sought with a large enough effect; inconclusive = small, poorly fitted or top-dose-only effect, or another doubt; inactive = no such curve, though single readings can be large; an effect the other way counts as inactive or inconclusive. This is a subset, so the mix of outcomes need not match the whole.

molecule,PI4K2A block,GLS inh,TrxR1 substrate,USP1-UAF1 inh,Tb PGK inh,rTrxR1 inhibitor,mIDH1 inhibitor,Pin1 inh,HP1b binding inh
Cc1ccc2cc(CN(Cc3ccco3)C(=O)c3ccco3)c3nnnn3c2c1,2,-6%,8%,-19%,-3%,33%[activator],1%,?,-6%
CCN1C(=O)c2cccc3c(NC(=O)c4ccc(S(=O)(=O)N(C)C)cc4)ccc1c23,2,-15%,2%,-12%,2%,14%[57.1 µM],-4%,13%,43%[activator]
Cc1nn2cnc3sc4c(c3c2nc1=O)CCCC4,-16,-5%,-1%,-9%,-4%,-7%,5%,12%,37%[activator]
CCOC(=O)Cn1ccc2cc(S(=O)(=O)N3CCCC3)ccc21,-3,-3%,.,-23%,5%,.,-4%,.,.
COc1ccc(CN2CCc3c(c(=O)n4ncc(C(=O)N5CCN(c6ccccc6OC)CC5)c4n3C)C2)cc1,1,14%,4%[57.1 µM],7%,12%,7%[57.1 µM],-3%,6%,14%[57 µM]
O=C(CS(=O)c1ccc(F)cc1)N1CCOCC1 (centres undefined),-4,-8%,5%,-21%,.,22%,-1%,3%,15%
COc1nc(-c2ccc(C)cc2)ccc1-c1noc(-c2ccccc2Br)n1,-2,0%,30%,-8%,7%,24%,0%,25%,52%[activator]
CC1SC2(NC1=O)C1CC3CC(C1)CC2C3 (centres undefined),0,6%,-5%,-8%,0%,-2%,0%,-2%,26%
CC(=O)c1c(C)nc2cc(Cl)ccc2c1N,-8,3%,-8%,-17%,i,-6%,5%,2%,43%[activator]
CCCN1CCC(NC(=O)CCc2nnc(Cc3cc(OC)ccc3OC)o2)CC1,-3,-2%,5%,-4%,-3%,10%,-1%,7%,20%
C(=N/Nc1nc(-c2ccccc2)cc(-c2ccccc2)n1)/c1cccnc1,3,2%,-11%,-15%,5%,-22%,1%,-5%,27%
CCOC(=O)CCC(=O)N1CCOCCOCCOCC1,0,2%,6%,1%,-10%,16%,-1%,-13%,24%
CC(Oc1cc2oc(=O)c3c(c2cc1Cl)CCC3)C(=O)NCc1ccncc1 (centres undefined),-4,1%,9%,-24%,-9%,13%,18%,2%,47%[activator]
Cc1ccsc1C(=O)N1CCN(c2ccccn2)CC1,-1,0%,3%,-3%,0%,19%,1%,2%,37%
O=C(Cn1c(SCc2ccccc2)nc2ccccc21)N1CCOCC1,0,7%,0%[57.1 µM],-5%,i,21%[57.1 µM],-4%,3%,19%
COCCN1CC(CNC(=O)c2cc(COc3ccc(C)c(C)c3)on2)CC1=O (centres undefined),2,-19%,-13%,-19%,i,-8%,0%,-4%,52%[activator]
CC1CCN(C(=O)Cn2cc(C#N)c3ccccc32)CC1,-9,3%,3%,-1%,-1%,11%,-2%,1%,9%
COc1ccc2c(c1)CC/C2=N\OC(=O)c1ccccc1C,-2,-11%,-3%[57.1 µM],4%,-6%,13%[57.1 µM],7%,-4%,23%
Cc1nc2cc(NCc3ccccc3O)ccc2n1Cc1ccccc1,5,-29%,4%,-9%,-2%,13%[57.1 µM],-13%,?,?
O=C(Nc1cccc(S(=O)(=O)N2CCCCC2)c1)[C@@H]1CCCN1S(=O)(=O)c1ccccc1C(F)(F)F,3,-1%,4%,-21%,-2%,29%,6%,43%[activator],56%[activator]
CCCCC(=O)Nc1cccc(-c2nn3c(C)nnc3s2)c1,1,3%,16%,-17%,-10%,-12%,4%,-1%,24%
O=C(O)c1ccccc1-c1c2cc(I)c(=O)c(I)c-2oc2c(I)c(O)c(I)cc12,?,?,-10%&-8%,22µM*,?,-24%&-12%,?,?,?
COc1ccc(CCNC(=O)CSc2nc(O)cc(=O)[nH]2)cc1OC,2,-1%,6%[57.1 µM],-16%,-12%,19%[57.1 µM],13%,-14%,50%[activator]
O=C(Nc1ccccc1C(=O)N1CCN(c2cccc(Cl)c2)CC1)C1=CSCCO1,-3,-17%,-6%,-4%,-2%,18%,-5%,?,-7%
COC(=O)c1ccc(Cl)c(NC(=O)C2CCN(S(=O)(=O)Cc3ccccc3)CC2)c1,0,2%,-10%,-17%,3%,7%,0%,-5%,27%
O=C(O)Cc1sc(N/N=C\c2ccncc2)nc1-c1ccccc1,-3,6%,-8%,-18%,9%,3.2µM*,-4%,91%[activator],17%
CC1(c2cccc(Br)c2)NC(=O)N(CC(=O)NCC2CCCO2)C1=O (centres undefined),-7,5%,-8%,-12%,-6%,13%,1%,5%,15%
CCOC(=O)CN1C(=O)C(CC)Oc2ccc(Cl)cc21 (centres undefined),1,-1%,15%[57.1 µM],-5%,i,16%,7%,-8%,26%
CCC1CCCCN1CCCNC(=O)CCNC(=O)Cn1cnc2ccccc2c1=O (centres undefined),-6,-8%,3%,2%,-3%,17%[0.457 µM],6%,-1%,-13%
CN(C)S(=O)(=O)N(CC(=O)Nc1ccc2ccccc2c1)c1ccccc1,-1,0%,5%[57.1 µM],-20%,-3%,7%[57.1 µM],1%,2%,35%
CCn1cc(C(=O)NCc2ccc3c(c2)OCO3)c(=O)c2cc(S(=O)(=O)N(C)C)ccc21,-6,2%,-2%,-8%,-5%,5%,6%,11%,7%
O=S(=O)(NCC1COc2ccccc2O1)c1ccccc1F (centres undefined),-3,1%,-3%,-17%,-4%,16%,-6%,-3%,45%[activator]
COc1cccc(OC)c1OC(=O)/C=C/c1ccc(C)o1,-3,-2%,-11%,?,4%,?,0%,-2%,-35%
Cc1ccc(C)c(NC(=S)N(C)C)c1,1,-5%,-2%,0%,-18%,12%[57.1 µM],3%,4%,22%
CCC1Oc2ccccc2N(CC(=O)NCCN2CCCC2)C1=O (centres undefined),15,-20%,-11%,-14%,i,-13%,0%,-3%,38%
CCCCOc1ccc(C(=O)Nc2cc(C)c(OCC(=O)N3CCOCC3)c(C)c2)cc1,5,8%,5%,-21%,-2%,15%,7%,0%,34%
CCN(CC)CCCN1C(=O)C(=O)/C(=C(/O)c2ccc3c(c2)OCCO3)C1c1ccco1 (centres undefined),5,1%,0%,-18%,-1%,?,4%,-11%,21%
CC(C)C[C@H](NC(=O)NCCC1=CCCCC1)C(=O)O,-1,-1%,3%,-18%,i,7%,-3%,-11%,25%
CN1CCN(S(=O)(=O)c2ccc(NC(=O)c3cccc(F)c3)cc2)CC1,-6,-3%,6%[57.1 µM],-14%,i,17%[57.1 µM],4%,-7%,20%
COc1ccc(-n2c(SCC(=O)Nc3cccc(C(=O)O)c3)nnc2-c2ccco2)cc1,-2,-3%,-11%,-7%,-6%,-40%,1%,-2%,41%[activator]
Cc1ccc(NC(=S)N2CCN(S(C)(=O)=O)CC2)cc1Cl,3,0%,-5%,-14%,-8%,6%,2%,3%,52%[activator]
CC(C)CC(=O)Nc1nnc(CCc2ccccc2)s1,-2,-7%,-10%,-19%,-9%,-16%,12%,-11%,33%
O=C(Cn1c(=O)n(Cc2ccco2)c(=O)c2oc3ccccc3c21)Nc1ccc(F)c(Cl)c1,-3,-1%,-3%,-17%,i,-10%,-8%,25%,19%
O=C(NNC(=O)c1cccc2ccccc12)c1cccc(Cl)c1,1,-3%,4%[57.1 µM],-12%,-9%,9%[57.1 µM],5%,-4%,30%
CCN(CC(=O)NCc1cccs1)CC(=O)Nc1ccc(C(N)=O)cc1,5,-3%,4%,-14%,2%,21%,-12%,0%,30%
O=C(Cn1c(-c2ccccc2)c[n+]2ccsc12)c1ccc([N+](=O)[O-])cc1,-8,21%,1%,-22%,-9%,-10%,5%,1%,8%
CC(NC(=O)Nc1ccc(F)cc1F)c1ccc2c(c1)OCO2 (centres undefined),-2,3%,-3%,-19%,9%,-3%,9%,4%,27%
Cn1c(N/N=C/c2cc3ccccc3nc2Cl)nc2ccccc21,0,-6%,4%[11.4 µM],?,-19%,23%[11.4 µM],6%,?,29%
Nc1cc(C(=O)c2cccs2)ccc1Cl,3,3%,10%,-7%,11%,-2%,5%,5%,6%
COc1ccc(/C=C/C(=O)O)cc1S(=O)(=O)Nc1ccc2c(c1)OCO2,-4,-6%,-3%,-16%,-6%,12%,9%,-6%,60%[activator]
CCOc1ccccc1NC(=O)CSc1nnnn1-c1ccccc1,0,11%,-8%,-16%,2%,4%[57.1 µM],4%,-5%,42%[activator]
Cc1ccc(-n2nc3cc(C)c(NC(=O)COc4ccccc4)cc3n2)cc1,-1,9%,-3%[57.1 µM],?,-4%,4%[57.1 µM],-9%,-2%,37%

Assay outcomes deposited in PubChem BioAssay by National Center for Advancing Translational Sciences (NCATS).
